# D2 ag: activates the human D2 dopamine receptor | activation, % at 2 µM | P14416 | HEK293 T-REx D2 cells, calcium flux agonist mode | actives 0.53% (n = 340,000) | AID 485358;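 active means activation over 3 SD above normal in the single-dose calcium agonist read, cut at about 30% in these data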; further: 0% is about no effect
# Target sequence (P14416 whole entry, looked up): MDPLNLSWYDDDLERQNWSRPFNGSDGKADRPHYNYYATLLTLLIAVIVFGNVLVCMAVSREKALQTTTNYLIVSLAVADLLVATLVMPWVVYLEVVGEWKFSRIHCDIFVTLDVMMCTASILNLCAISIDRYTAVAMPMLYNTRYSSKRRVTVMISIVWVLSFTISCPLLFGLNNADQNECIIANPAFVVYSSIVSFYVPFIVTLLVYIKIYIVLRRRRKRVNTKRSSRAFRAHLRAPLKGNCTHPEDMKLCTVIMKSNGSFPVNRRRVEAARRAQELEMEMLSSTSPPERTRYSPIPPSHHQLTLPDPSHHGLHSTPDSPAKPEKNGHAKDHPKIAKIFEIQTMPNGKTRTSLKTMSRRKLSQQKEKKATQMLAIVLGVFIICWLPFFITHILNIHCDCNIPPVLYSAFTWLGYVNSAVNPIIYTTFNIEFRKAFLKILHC
#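 Calcium-flux readout, 1 cycle/sec over 180 s following compound pin transfer, in inducible HEK293 Trex D2 cells (force-coupled); dopamine controls included. Positive calcium responses during this window marked compounds as potential agonists.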
# rTrxR1 inhibitor: inhibitors of rat thioredoxin reductase 1; actives 1% (n = 390,000); Potency, µM (titrated, usually from 114 µM), inactives show at the top dose activity change, negative = inhibition, hits mostly inhibitors; recombinant rTrxR1, NADPH fluorescence consumption, selenite substrate; O89049; AID 588453; further: potency means the concentration at half of the fitted maximal effect; on the % scale 0 is the no-effect control and ±100 the full control effect; nearly all actives have a fitted effect of over 65% in size
# Target sequence (O89049 whole entry, looked up): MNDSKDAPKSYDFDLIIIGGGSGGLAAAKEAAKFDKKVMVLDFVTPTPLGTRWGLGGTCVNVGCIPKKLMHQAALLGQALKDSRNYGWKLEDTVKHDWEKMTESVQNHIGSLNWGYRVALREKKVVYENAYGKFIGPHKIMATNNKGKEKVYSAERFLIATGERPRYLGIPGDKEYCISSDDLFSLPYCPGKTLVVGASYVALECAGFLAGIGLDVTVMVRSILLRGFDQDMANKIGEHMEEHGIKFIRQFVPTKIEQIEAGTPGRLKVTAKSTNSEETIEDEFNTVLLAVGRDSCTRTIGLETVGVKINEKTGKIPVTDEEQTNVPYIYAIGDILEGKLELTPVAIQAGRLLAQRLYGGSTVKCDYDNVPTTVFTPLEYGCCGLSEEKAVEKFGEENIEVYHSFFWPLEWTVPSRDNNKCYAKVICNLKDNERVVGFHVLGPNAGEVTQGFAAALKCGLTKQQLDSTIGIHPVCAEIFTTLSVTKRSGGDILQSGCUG
#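 Rat TrxR1 (90 nM in the dispensed reagent) was pre-reduced with 400 uM NADPH for 5 min at room temperature, then incubated with compound for 15 min. After 400 uM selenite was added, NADPH fluorescence (Ex 340/Em 450 nm) was followed for 8 min.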
# TRHR enhancer: TRH receptor (human) allosteric enhancement; actives 0.66% (n = 360,000); enhancement, % at 2 µM; P34981; TRHR cells, fluo-8 calcium fluorescence, EC20 TRH enhancement; in the data active means enhancement above about 30%; further: 0% is about no effect
#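 Enhancer read-out: after compound pinning and an initial kinetic agonist-mode read, an EC20 of TRH (10 nM final) was injected and fluo-8 calcium signal (Ex 480/Em 530) followed at 1 s/cycle for 100 cycles in TRHR-expressing cells.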
# USP1-UAF1 inh: inhibitors of human USP1/UAF1 deubiquitinase | recombinant USP1/UAF1, Ub-Rhodamine cleavage fluorescence | Potency, µM (series often up to 57.1 µM), for the others: at the top dose activity change, negative = inhibition, hits mostly inhibitors | actives 0.23% (n = 390,000); further: potency means the concentration at half of the fitted maximal effect; on the % scale 0 is the no-effect control and ±100 the full control effect; nearly all actives have a fitted effect of over 60% in size; inactives centre near -12
#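 1 nM enzyme complex + cpd, 15 min RT; start with Ub-Rho 150nM final; kinetic fluorescence ex 480/em 540, 6 reads q60 s. Buffer 50mM HEPES pH 7.8, 0.5mM EDTA, 0.1 mg/ml BSA, 1mM TCEP, 0.01% Tween-20.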
# TrxR1 substrate: substrates of rat thioredoxin reductase 1; O89049; purified TrxR1 substrate turnover, NADPH consumption readout; Potency, µM (titrated, usually from 114 µM), without a hit: top-dose activity change, negative = substrate turnover; actives 0.01% (n = 390,000); AID 588456; further: potency means the concentration at half of the fitted maximal effect; on the % scale 0 is the no-effect control and ±100 the full control effect; nearly all actives have a fitted effect of over 50% in size
#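 Rat TrxR1, dispensed at 90 nM, was prereduced with 400 uM NADPH (final) for 5 min at ~22 deg C, then incubated with compound 15 min before 400 uM selenite. A first-read NADPH fluorescence drop versus no-compound background flagged substrates.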
# IDH1 R132H inh: blocks human mutant IDH1 R132H enzyme. O75874. IDH1-R132H enzyme, NADPH consumption, diaphorase/resazurin fluorescence. Potency, µM (titrated, usually from 76.6 µM), for inactives: at the top dose activity change, negative = inhibition, most hits filed as inhibitors. actives 0.093% (n = 390,000). AID 602179; further: potency means the concentration at half of the fitted maximal effect; on the % scale 0 is the no-effect control and ±100 the full control effect; nearly all actives have a fitted effect of over 65% in size
#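 IDH1-R132H (0.5 ug/mL dispensed) in pH 7.5 Tris buffer was preincubated 30 min with compound, then given a substrate mix of 0.016 mM NADPH and 2 mM alpha-KG for 80 min at room temperature; remaining NADPH was read by diaphorase/resazurin fluorescence.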
# TRHR ag: agonists of human TRH receptor; activation, % at 2 µM; TRHR cells, calcium flux fluo-8, FDSS agonist mode; actives 0.18% (n = 360,000); P34981; AID 493084; in the data active means activation above about 30%; further: 0% is about no effect
#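 Fluo-8-loaded TRHR cells; 10 s baseline, compound added, kinetic Ca2+ fluorescence read 1/s, agonist mode.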
# Pin1 inhibitor: blocks the human prolyl isomerase Pin1. Q13526. Pin1 FP peptide displacement, HiFluor488, 10 min. Potency, µM (titrated, usually from 115 µM), for inactives: at the top dose activity, negative = inhibition, actives largely listed as inhibitors. actives 0.009% (n = 390,000); active means well fitted inhibition curve with a large enough effect in the polarisation, with a control signal flat, not every such curve was filed as active; inconclusive means small, poorly fitted or top-dose-only effect, or effect the other way, or a change in a side signal; inactive means no such curve, though single readings can be large or run the other way; the % refers to the polarisation; further: potency means the concentration at half of the fitted maximal effect; on the % scale 0 is the no-effect control and ±100 the full control effect
# Target sequence (Q13526 whole entry, looked up): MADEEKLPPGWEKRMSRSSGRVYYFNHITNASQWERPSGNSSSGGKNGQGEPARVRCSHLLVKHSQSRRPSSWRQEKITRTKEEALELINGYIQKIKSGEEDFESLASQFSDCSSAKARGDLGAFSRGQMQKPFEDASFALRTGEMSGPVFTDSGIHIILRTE
# D2 antag: antagonizes the human D2 dopamine receptor. inhibition, % at 10 µM. HEK293 TREx D2 cells, calcium flux, dopamine EC80. actives 2% (n = 340,000); in the data active means inhibition above about 30%; further: 0% is about no effect
#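 Measurement of antagonist activity uses fluorescent calcium dye in inducible HEK293 T-REx D2 cells: 10 s baseline, compound addition with 180 s read, EC80 dopamine addition with a further 180 s read.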
# Numbers without * were called inactive; ? = inconclusive; / = not tested or not shown; [ ] = another dose, or the depositor's remark. Unless noted, the call rests on the fitted dose curve; in most records, active means well fitted inhibition curve with a large enough effect; inconclusive means small, poorly fitted or top-dose-only effect; inactive means no such curve, though single readings can be large or run the other way. Some of the compounds tested; count on the stated rates, not on these rows.
# Start of the data: the first 2 compounds (preview)
SMILES,D2 ag,rTrxR1 inhibitor,TRHR enhancer,USP1-UAF1 inh,TrxR1 substrate,IDH1 R132H inh,TRHR ag,Pin1 inhibitor,D2 antag
Cc1ccc(SCCC(=O)N2CCCC2)cc1,21,-12%,-11,-6%,0%,3%,-1.1,8%,12
S=c1[nH]nc(-c2ccncc2)n1/N=C/c1cn(-c2ccccc2)nc1-c1ccc(Cl)cc1,2.0,18%[57.1 µM],0,-16%,0%[57.1 µM],7%,0.1,11%,-6

# Results, previewed entries included:
SMILES,D2 ag,rTrxR1 inhibitor,TRHR enhancer,USP1-UAF1 inh,TrxR1 substrate,IDH1 R132H inh,TRHR ag,Pin1 inhibitor,D2 antag
Cc1ccc(SCCC(=O)N2CCCC2)cc1,21,-12%,-11,-6%,0%,3%,-1.1,8%,12
S=c1[nH]nc(-c2ccncc2)n1/N=C/c1cn(-c2ccccc2)nc1-c1ccc(Cl)cc1,2.0,18%[57.1 µM],0,-16%,0%[57.1 µM],7%,0.1,11%,-6
CCCCn1c(N)c(N(CC(C)C)C(=O)Cn2c(=O)oc3ccccc32)c(=O)[nH]c1=O,0.1,-4%[57.1 µM],-3,-16%,-5%[57.1 µM],-6%,0.1,0%,2
CCOc1ccc2nc(SCC(=O)NCc3ccc4c(c3)OCO4)[nH]c2c1,-0.5,13%,-6,-13%,1%,7%,0.5,-2%,15
COc1cccc(-c2noc(-c3ccoc3C)n2)c1,0.0,20%[57.1 µM],2,-19%,7%[57.1 µM],17%,0.2,3%,-9
COC(=O)/C=C1\N/C(=N\c2nc(C)cc(C)n2)N(c2ccc(C)c(C)c2)C1=O,0.1,-11%,1,-10%,-10%,1%,-0.1,62%[activator],-3
CC(=O)OCC(=O)C1(O)CCC2C3CCC4=CC(=O)CCC4(C)C3(F)C(O)CC21C (stereo not drawn),/,18%[57.1 µM],/,-5%,9%[57.1 µM],0%,/,3%,/
CCCCOC(=O)N/N=C/C=C/c1ccccc1,-1.1,19%[57.1 µM],-3,-15%,11%[57.1 µM],2%,-0.4,0%,10
Cc1c(C(=O)N2CCN(C/C=C/c3ccccc3)CC2)oc2c(F)cccc12,6.7,-14%,0,-17%,-12%,3%,-0.5,-4%,-38
CC(=O)C1=C(c2ccc(Cl)c(Cl)c2)N(C(C)=O)n2c(nnc2C2CCCCC2)S1,1.1,17%[57.1 µM],-6,?,0%[57.1 µM],-23%,0.3,-6%,/
CCOC(=O)c1ccc(S(=O)(=O)N2CCN(C3CC(=O)N(c4ccc(OC)cc4)C3=O)CC2)cc1 (stereo not drawn),/,10%,/,-18%,3%,-22%,/,1%,/
CC(C)c1nnc(NC(=O)CCC(=O)NC2CCCCCCC2)s1,0.3,10%,1,6%,4%[57.1 µM],0%,-0.1,0%,3
COc1ccc(S(=O)(=O)N2CCOCC2)cc1NC(=O)C1CCCCN1S(=O)(=O)c1ccccc1 (stereo not drawn),/,15%,/,-24%,7%,18%,/,16%,/
CCOC(=O)N1CCC(N(CCN(C)C)C(=S)Nc2cccc(OC)c2)CC1,/,4%,5,-14%,4%,-5%,0.6,-9%,/
CCS(=O)(=O)N1CCC(C(=O)NCc2ccc(OC)cc2OC)CC1,0.1,15%,9,-21%,1%,6%,0.1,-2%,7
CCCn1c(N)c(N(CCOC)C(=O)c2cc(Cl)nc3ccccc23)c(=O)[nH]c1=O,-0.3,-3%,-2,-15%,-1%,1%,0.0,-1%,-2
O=C(CSc1nc2ccccc2[nH]1)NCCCn1ccnc1,0.6,-2%,5,-7%,-10%,7%,-0.9,-1%,-14
COc1cc(S(=O)(=O)Nc2cccnc2)ccc1F,0.3,-3%,2,-1%,-4%,1%,0.1,1%,5
Nc1ccc2nc(-c3cccc(-c4nc5ccc(N)cc5[nH]4)n3)[nH]c2c1,1.2,1%,1,?,-4%,-2%,0.5,?,24
CCOC(=O)N1CCN(CCC(=O)Nc2ccc(F)c(F)c2)CC1,0.3,11%[57.1 µM],-19,-14%,7%[2.29 µM],5%,0.0,3%,7
Cc1cc(/C=C(\C#N)C(=O)Nc2ccccc2F)c(C)[nH]1,-4.4,7%[57.1 µM],-3,-12%,30%[57.1 µM],5%,0.8,?,21
O=C(NCc1ccco1)c1ccccc1NS(=O)(=O)c1ccc2c(c1)OCCO2,0.5,-8%[57.1 µM],-1,-14%,19%[57.1 µM],-3%,-0.3,3%,8
Cc1ccc(C(=O)c2oc3ccccc3c2NC(=O)c2nc(S(C)(=O)=O)ncc2Cl)cc1F,/,-6%,-1,-26%,6%,-15%,-0.8,5%,/
COC(=O)c1c(N)c(C#N)c(C)n1-c1ccccc1,0.5,8%[57.1 µM],17,-18%,-3%,6%,-0.2,-7%,1
Cc1c(N=C2C=C(Br)C(=O)C(Br)=C2)c(=O)n(-c2ccccc2)n1C,-0.7,?,-2,?,7%[57.1 µM],7%,-0.1,0%,6
Cc1cc(C)c[n+](CC(=O)c2ccc(NC(=O)c3ccccc3)cc2)c1,0.4,14%[57.1 µM],10,-12%,2%[57.1 µM],-1%,0.1,-4%,17
Cc1nn(Cc2ccc(C(=O)Nc3ccccc3C(F)(F)F)o2)c(C)c1Br,0.6,-16%,-8,-14%,-3%,3%,0.7,7%,14
Cc1ccc(NC2(C#N)CCCC2)cc1,/,-18%,/,-3%,-9%,-8%,/,5%,/
O=C(NNC(=O)c1nn(-c2ccc(F)cc2)ccc1=O)c1ccc(C(F)(F)F)cc1,-0.3,11%[57.1 µM],45*,-7%,-21%[57.1 µM],1%,-1.1,-4%,7
O=C1C(=O)N(CCCc2ccccc2)c2ccccc21,0.1,5%,-6,-20%,3%,-2%,-0.4,2%,-5
CC(C)(C)NC(=O)C1CCCN(S(=O)(=O)c2ccc(-n3cnnn3)cc2)C1 (stereo not drawn),0.5,13%,2,1%,4%,-6%,1.0,5%,32*
CCOC(=O)N1CCC(NC(=O)c2ccc3c(c2)N(Cc2ccc(F)cc2)C(=O)c2ccccc2S3(=O)=O)CC1,0.9,14%,-10,?,0%,/,1.2,9%,/
N/C(=N\OC(=O)/C=C/c1ccccc1)c1ccccn1,-0.2,20%,2,-15%,3%,15%,-0.2,0%,-9
Nc1nc2nccc(-c3cccnc3)n2n1,1.7,31%[57.1 µM],-1,-19%,55%[activator][57.1 µM],13%,0.5,-8%,-5
CCOC(=O)Cn1c(=O)c2c(nc(N3CCOCC3)n2C)n(C)c1=O,0.4,18%,-7,-14%,11%,3%,1.0,0%,39*
CCCn1c(N)c(N(CCOC)C(=O)c2cccc(Cl)c2)c(=O)[nH]c1=O,1.3,13%,-1,?,3%[0.457 µM],5%,0.5,-1%,20

# Whole records as entered above. Order of values: D2 ag	rTrxR1 inhibitor	TRHR enhancer	USP1-UAF1 inh	TrxR1 substrate	IDH1 R132H inh	TRHR ag	Pin1 inhibitor	D2 antag
# Record of `CCOC(=O)Cn1c(=O)c2c(nc(N3CCOCC3)n2C)n(C)c1=O` → 0.4	18%	-7	-14%	11%	3%	1.0	0%	39*
# Record of `Cc1nn(Cc2ccc(C(=O)Nc3ccccc3C(F)(F)F)o2)c(C)c1Br` → 0.6	-16%	-8	-14%	-3%	3%	0.7	7%	14
# Record of `Cc1c(N=C2C=C(Br)C(=O)C(Br)=C2)c(=O)n(-c2ccccc2)n1C` → -0.7	?	-2	?	7%[57.1 µM]	7%	-0.1	0%	6
# Record of `O=C1C(=O)N(CCCc2ccccc2)c2ccccc21` → 0.1	5%	-6	-20%	3%	-2%	-0.4	2%	-5
# Record of `CC(C)(C)NC(=O)C1CCCN(S(=O)(=O)c2ccc(-n3cnnn3)cc2)C1` (stereo not drawn) → 0.5	13%	2	1%	4%	-6%	1.0	5%	32*

# Additional structures follow.
SMILES,D2 ag,rTrxR1 inhibitor,TRHR enhancer,USP1-UAF1 inh,TrxR1 substrate,IDH1 R132H inh,TRHR ag,Pin1 inhibitor,D2 antag
O=C(CSc1nc(-c2ccc(F)cc2)[nH]c1-c1ccccc1)NCC1CCCO1 (stereo not drawn),2.5,2%,-3,-9%,-5%,15%,1.1,27%,/
Cc1c(-c2cccc(NC(=O)c3ccc(F)c(F)c3)c2)nc2ncccn12,0.6,5%[57.1 µM],0,14%,105%[activator][57.1 µM],11%,-0.5,1%,/
C#CCOCCOCCOCCNc1nc(N2CCOCC2)nc(N2CCN(C(=O)CCCCCCCCCCNC(=O)[C@@H]([C@H](C)CC)n3cc(CCCCCN)nn3)CC2)n1,0.2,-14%[57.1 µM],-5,-18%,6%,27%,1.0,-2%,0
Cc1c(C)[n+](=O)c(C)c(C)n1[O-],/,26%[57.1 µM],/,2%,11%[57.1 µM],0%,/,-7%,/
COc1cc(NC(=O)C/C(C)=N/NC(=O)C2CCCCC2)c(OC)cc1Cl,-1.2,-7%,9,-15%,-5%,-3%,-1.7,-1%,1
CCc1ccc(C2=C(C)C(N3CCC(C(=O)NCc4ccc(C)o4)CC3)=NS2(=O)=O)cc1,/,3%[57.1 µM],3,-20%,19%[57.1 µM],/,-0.6,17%,/
CCCNC(=O)c1ccc(SC)cc1OC,0.3,-18%,10,2%,-12%,0%,-0.4,-3%,9
O=C(CSCCO)Nc1ccccc1,0.3,-2%,9,-16%,-2%,6%,-0.2,-2%,-3
O=C(CSc1ncnc2sc3c(c12)CCC3)NCC1CCCO1 (stereo not drawn),-0.2,15%,0,-26%,5%,14%,-0.9,-5%,-1
Cc1noc(C)c1C(=O)OCC(=O)Nc1ncc(C(F)(F)F)cc1Cl,/,12%,/,-22%,7%,-10%,/,-4%,/
Nc1ccc(-c2cnc[nH]2)cc1[N+](=O)[O-],0.7,-9%[57.1 µM],-3,12%,2%[57.1 µM],-2%,-0.1,0%,-14
Cc1cc2nc(-c3ccc(NC(=O)C(C)C)cc3)oc2cc1C,0.3,-1%,-2,-23%,17%,2%,0.3,-3%,32*
O=C(CN1c2cccc3cccc(c23)S1(=O)=O)Nc1ccccc1,/,15%[57.1 µM],-10,-10%,17%,0%,2.4,-5%,/
O=C(c1cc2ccccc2s1)N1CCOCC1,-0.8,-17%,6,-7%,-13%,-4%,-0.5,6%,-7

# Compound activity from PubChem.
